Screens from PubChem.
G9a block = qHTS Assay for Inhibitors of Histone Lysine Methyltransferase G9a; Potency, µM (series often up to 102 µM), for inactives: at the top dose activity, negative = inhibition, actives largely listed as inhibitors; AID 504332, 2011; Histone-lysine N-methyltransferase EHMT2 (Homo sapiens), Q96KQ7; hit rate 8.8% among 350,000; G9a H3K9 monomethylation, AlphaScreen, 2 h; note: % is set by controls: 0 for no effect and ±100 for the full control effect; nearly all actives have a fitted effect of over 75% in size
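Methyltransferase reactions run at room temperature for 2 h (20 nM enzyme, 500 nM biotin-H3K9 peptide, 20 uM SAM) after a 15 min compound preincubation; product detected by AlphaScreen beads and anti-H3K9me1 antibody.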
POLB inh = qHTS Assay for Inhibitors of DNA Polymerase Beta; Potency, µM (top dose mostly 114 µM), for the others: at the highest dose activity change, negative = inhibition, actives largely listed as inhibitors; Pol beta primer extension/strand displacement, fluorescence kinetic; hit rate 1.3% among 340,000; note: % is set by controls: 0 for no effect and ±100 for the full control effect
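Values derive from four-parameter Hill fits of normalized kinetic data: reads at 0 and 10 min following addition of 50 nM substrate to 10 nM Pol beta preincubated 15 min with compound.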
Pol eta inh = qHTS for Inhibitors of Polymerase Eta; recombinant Pol eta, fluorescent DNA replication assay; Potency, µM (doses to about 114 µM), for the others: top-dose activity change, negative = inhibition, hits mostly inhibitors; hit rate 1.2% among 390,000; AID 588591, 2011; note: % is set by controls: 0 for no effect and ±100 for the full control effect
Target sequence (Q9Y253 whole entry, looked up): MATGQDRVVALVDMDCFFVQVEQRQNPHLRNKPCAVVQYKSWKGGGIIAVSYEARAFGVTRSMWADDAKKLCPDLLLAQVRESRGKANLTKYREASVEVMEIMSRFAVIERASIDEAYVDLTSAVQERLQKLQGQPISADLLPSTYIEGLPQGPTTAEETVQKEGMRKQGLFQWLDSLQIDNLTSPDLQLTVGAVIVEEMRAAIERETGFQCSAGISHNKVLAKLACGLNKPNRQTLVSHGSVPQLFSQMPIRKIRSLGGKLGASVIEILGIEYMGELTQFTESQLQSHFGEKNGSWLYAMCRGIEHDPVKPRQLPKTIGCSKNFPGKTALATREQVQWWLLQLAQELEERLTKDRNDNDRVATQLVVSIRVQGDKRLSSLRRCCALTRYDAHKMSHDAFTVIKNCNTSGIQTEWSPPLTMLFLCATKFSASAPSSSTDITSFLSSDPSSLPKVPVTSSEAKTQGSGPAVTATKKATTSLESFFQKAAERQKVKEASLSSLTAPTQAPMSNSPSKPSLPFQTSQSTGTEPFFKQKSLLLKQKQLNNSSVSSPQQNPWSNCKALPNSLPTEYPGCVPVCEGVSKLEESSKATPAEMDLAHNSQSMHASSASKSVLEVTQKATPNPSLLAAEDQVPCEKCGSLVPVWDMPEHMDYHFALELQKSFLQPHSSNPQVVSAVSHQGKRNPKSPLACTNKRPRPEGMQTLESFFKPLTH
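Fluorescent replication assay: 50 nM final substrate added after a 15 min room-temperature compound preincubation with 10 nM enzyme. Signal taken at 0 min and again at 10 min.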
Pol kappa inh = qHTS for Inhibitors of Polymerase Kappa. hit rate 0.53% among 400,000. purified Pol kappa, fluorescent DNA synthesis assay, 10 min. Potency, µM (titrated, usually from 107 µM), inactives show at the top dose activity, negative = inhibition, most hits filed as inhibitors. AID 588579, 2011; note: % is set by controls: 0 for no effect and ±100 for the full control effect
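Activity was followed as the change in fluorescence between reads at 0 and 10 min after starting the reaction with 50 nM substrate. Beforehand, 10 nM polymerase had been preincubated with compound for 15 min at room temperature.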
BAZ2B inh = qHTS Assay for Inhibitors of BAZ2B | Potency, µM (titrated, usually from 114 µM), without a hit: at the top dose activity change, negative = inhibition, hits mostly inhibitors | AlphaScreen BAZ2B-H3K14Ac peptide displacement | Bromodomain adjacent to zinc finger domain protein 2B (Homo sapiens), Q9UIF8 | hit rate 4.4% among 360,000; note: % is set by controls: 0 for no effect and ±100 for the full control effect; nearly all actives have a fitted effect of over 60% in size
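Inhibition is scored as reduced AlphaScreen emission. The BAZ2B/b-H3(5-23)K14Ac complex (50 nM each) in PBS pH 7.4, 0.01% Tween-20 meets compound (up to 110 uM) for 30 min at RT before bead addition.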
POLI inh = qHTS for Inhibitors of Polymerase Iota; DNA polymerase iota (Homo sapiens), Q9UNA4; Pol iota fluorescent replication assay, 10 min; Potency, µM (doses to about 115 µM), without a hit: at the top dose activity, negative = inhibition, usual class: inhibitors; hit rate 1% among 390,000
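Pol iota at 10 nM preincubated 15 min with compounds at room temperature; reaction started with fluorescent substrate, 50 nM final. Fluorescence read kinetically at 0 and 10 min; buffer-only wells as negative control.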
APE1 inh = qHTS Assay for Inhibitors of the Human Apurinic/apyrimidinic Endonuclease 1 (APE1). DNA repair nuclease/redox regulator APEX1 (Homo sapiens), P27695. recombinant APE1, TAMRA/BHQ-2 abasic DNA cleavage fluorescence. Potency, µM (titrated, usually from 65.8 µM), for inactives: top-dose activity change, negative = inhibition, hits mostly inhibitors. hit rate 0.35% among 350,000. AID 2517, 2012;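 note: plate controls were vehicle for no effect and reference inhibitor for full effect; nearly all actives have a fitted effect of over 55% in size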
Target sequence (P27695 whole entry, looked up): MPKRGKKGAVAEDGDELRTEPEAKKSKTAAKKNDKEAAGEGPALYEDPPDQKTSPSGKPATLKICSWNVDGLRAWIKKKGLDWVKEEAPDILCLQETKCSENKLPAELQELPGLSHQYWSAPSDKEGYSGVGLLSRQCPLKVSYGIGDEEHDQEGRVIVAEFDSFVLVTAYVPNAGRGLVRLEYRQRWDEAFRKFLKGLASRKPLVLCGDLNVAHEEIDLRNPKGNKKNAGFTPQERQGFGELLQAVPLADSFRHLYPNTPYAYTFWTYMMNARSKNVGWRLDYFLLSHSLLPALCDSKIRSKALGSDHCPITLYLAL
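Readout is kinetic fluorescence (ex 525, em 598 nm) from cleavage of 50 nM TAMRA/BHQ-2 THF abasic duplex by 0.75 nM APE1, compound added 15 min beforehand at RT.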
JMJD2A Tudor = qHTS Assay for Inhibitors of JMJD2A-Tudor Domain; Potency, µM (series often up to 114 µM), for inactives: at the highest dose activity change, negative = inhibition, usual class: inhibitors; Lysine-specific demethylase 4A (Homo sapiens), O75164; hit rate 4.4% among 390,000; AlphaScreen JMJD2A-Tudor / H3K4me3 peptide binding; note: % is set by controls: 0 for no effect and ±100 for the full control effect; nearly all actives have a fitted effect of over 50% in size
BLM inh = qHTS Assay for Inhibitors of Bloom's syndrome helicase (BLM). recombinant BLM DNA unwinding, fluorescence dequenching. Potency, µM (top dose mostly 56.1 µM), for the others: at the top dose activity change, negative = inhibition, usual class: inhibitors. hit rate 0.2% among 350,000;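 note: plate controls were vehicle for no effect and no enzyme for full effect; nearly all actives have a fitted effect of over 35% in size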
* hit, by the source's call; ? = inconclusive; nt = no result given; & = joins results of further samples; [ ] = another dose, or the depositor's remark. Calls come from the whole dose curve; as a rule, active = well fitted curve in the direction sought with a large enough effect; inconclusive = small, poorly fitted or top-dose-only effect, or another doubt; inactive = no such curve, though single readings can be large; an effect the other way counts as inactive or inconclusive. Potency is the fitted concentration of half-maximal effect.

SMILES | G9a block | POLB inh | Pol eta inh | Pol kappa inh | BAZ2B inh | POLI inh | APE1 inh | JMJD2A Tudor | BLM inh
CC(C)(C)c1ccc(S(=O)(=O)O/N=C2/CCCCC2c2ccc([N+](=O)[O-])cc2[N+](=O)[O-])cc1 (stereo not given) | -8%[12.7 µM] | -16% | -16% | -4% | 1% | 12% | -9% | -12% | 0%
COc1ccc(CN2[C@@H](CC(=O)O)c3ccccc3S2(=O)=O)cc1 | nt | nt | -6% | 4%&-7% | nt | ? | nt | -3% | nt
Cc1ccsc1/C=N/NC(=O)c1nnn(-c2nonc2N)c1C | -1%[59 µM] | 15% | -8% | 4% | -1% | 53%[activator] | 31% | 6% | -3%
CCOc1ccccc1CNS(=O)(=O)c1cc2c(cc1C)NC(=O)CO2 | 4%[59 µM] | 4% | -15% | -2%[60.1 µM] | 2% | -1% | nt | -16% | -1%
COc1ccccc1NC(=O)c1sc2nc3c(c(C(F)(F)F)c2c1N)CN(C(C)=O)CC3 | -12%[59 µM] | ? | nt | 10% | -32% | -7% | nt | -30% | -11%
CCN(CC)c1ccc(S(=O)(=O)N2CCOCC2)cc1NC(=O)CN1C(=O)NC2(CCCC2)C1=O | nt | 52% | -7% | -17% | -3% | 9% | 2% | -18% | -1%
O=C(NCCO)C(=O)NCC(c1ccc2c(c1)OCO2)N1CCN(c2ccc(F)cc2)CC1 (stereo not given) | -4% | -19% | -21% | 10% | -19%[57.1 µM] | 0% | 39% | -15% | 1%
Cc1ccc(CNC(=O)Cn2cc(S(=O)(=O)Cc3cccc(Cl)c3)c3ccccc32)cc1 | 4%[59 µM] | 2% | -9% | 2% | 2% | 35%[activator] | nt | -7% | -2%
O=S(=O)(NCc1nnc2ccccn12)c1ccc(Cl)cc1 | -8%[59 µM] | nt | -14% | 3% | 7% | -21% | -1% | -2% | nt
CCc1cc(C(=O)OC)c(NC(=O)CC2SC(=NC)N(C)C2=O)s1 (stereo not given) | nt | 10% | -19% | -1% | -16% | 20% | -6% | -7% | -10%
COc1cccc2cc(C(=O)NCc3ccc(Cl)cc3)c(=N)oc12 | nt | -24% | -3% | -6% | 1% | 22% | -7% | -17% | -4%
CCOc1ccc(CNC(=O)c2cccc(NC(=O)N3CCSc4ncccc43)c2)cc1OC | -10%[59 µM] | 4% | -15% | 4% | -15% | 22% | nt | -10% | 0%
Cc1c(C(=O)Oc2ccc(-c3cnc4ccccc4n3)cc2)cccc1[N+](=O)[O-] | 20µM* | -9% | -14% | 2% | -24% | -5% | 2% | -34% | -5%
COc1ccc(/C=C/C(=O)Nc2cccc(S(=O)(=O)N3CCCC3)c2)cc1OC | -39% | 7% | -16% | -23% | -16% | -14% | -10% | -18% | -5%
CC(=O)c1c(C)nc(-c2ccc(Cl)cc2)nc1NC(=O)C(C)C | 5%[59 µM] | -1% | 3% | -14% | 1% | 0% | -2% | 5% | -1%
CC1=NNC(=O)C1CCC(=O)N/N=C/C(Br)=C/c1ccccc1 (stereo not given) | 50µM* | -16%[57.1 µM] | -18% | -18% | 5% | 2% | 5% | -9% | 4%
O=C(Nc1nccs1)c1ccc(Cl)c(S(=O)(=O)N2CCCCC2)c1 | 5%[59 µM] | -3% | -14% | -27% | -2% | -1% | 2% | -16% | 0%
COc1ccc(-c2nc3cc(NC(=O)c4ccc5c(c4)OCO5)ccc3o2)cc1 | -8% | 9% | ? | -4% | 10% | 7% | 6% | -22% | -7%
Cc1cc(C(=O)CCC(=O)NCC(=O)Nc2c(C)cccc2C)c(C)s1 | nt | nt | -17% | -2% | nt | 26% | -11% | -22% | nt
CCc1ccc(OCC(=O)N(Cc2ccc(C(C)C)cc2)C2CCS(=O)(=O)C2)cc1 (stereo not given) | 6%[59 µM] | 0% | -7% | -8% | 5% | 52%[activator] | nt | -7% | -10%

Limited to APE1 inh and POLB inh (five entries from above):
Structure	APE1 inh	POLB inh
CCOc1ccc(CNC(=O)c2cccc(NC(=O)N3CCSc4ncccc43)c2)cc1OC	nt	4%
Cc1c(C(=O)Oc2ccc(-c3cnc4ccccc4n3)cc2)cccc1[N+](=O)[O-]	2%	-9%
COc1ccc(/C=C/C(=O)Nc2cccc(S(=O)(=O)N3CCCC3)c2)cc1OC	-10%	7%
CC(=O)c1c(C)nc(-c2ccc(Cl)cc2)nc1NC(=O)C(C)C	-2%	-1%
CC1=NNC(=O)C1CCC(=O)N/N=C/C(Br)=C/c1ccccc1 (stereo not given)	5%	-16%[57.1 µM]

Other structures follow.
SMILES | G9a block | POLB inh | Pol eta inh | Pol kappa inh | BAZ2B inh | POLI inh | APE1 inh | JMJD2A Tudor | BLM inh
O=C(Nc1ccccc1N1CCCCC1)c1cccc(OC(F)F)c1 | 130%[activator] | 16% | -12% | -10% | 25% | 62%[activator] | 22% | 75%[activator] | -12%
O=C(NC1CCCCC1)C(c1ccccc1)N1CCC2(CC1)OCCO2 (stereo not given) | 3%[2.33 µM] | 4% | -12% | -1% | 5% | -5% | -2% | 1%[11.4 µM] | -2%
Cc1ccccc1C(=O)Nc1ccc2nc3n(c(=O)c2c1)CCC3 | 9% | 44% | 3% | -8% | 10% | 11% | -2% | -13% | 0%
N#CC1=C(N)C(C#N)(C#N)C(c2cccnc2)C2COCC=C12 (stereo not given) | ? | 17% | -16% | -9% | 17% | 26% | 2% | -9%[57.1 µM] | -4%
N#CC1=C(N)SC(N)=C(C#N)C1c1cccc(Oc2ccccc2)c1 | ? | 3% | -16% | ? | -17% | ? | -5% | ? | -16%
Cc1cc(C)c(NC(=O)CN(C)CC(=O)Nc2cccc(S(=O)(=O)N(C)c3ccccc3)c2)c(C)c1 | nt | nt | -15% | -4% | nt | -13% | -15% | 7.1µM* | nt
O=C(c1cccnc1)N1CCCC(Nc2ccc(F)cc2)C1 (stereo not given) | nt | 7% | -7% | 14% | -1% | 66%[activator] | 14% | 0% | -2%
CCc1ccc2[nH]c(C)c(CN3CCCCCC3)c(=O)c2c1 | 14% | 29% | 5% | -1% | -12% | -21% | 5% | -17% | -11%
CCN(CC(=O)NCc1cccs1)C(=O)CCCOc1ccccc1 | 9%[12.7 µM] | nt | -7% | 1% | -12% | -7% | 43% | -3% | nt
Cc1ccccc1C(=O)NC1CCCN(Cc2ccccc2F)C1 (stereo not given) | 4% | 13% | -13% | 13% | 8% | -3% | 16% | -6% | 0%
COc1cccc(NC(=O)COC(=O)c2sccc2C)c1 | nt | nt | -11% | -17% | nt | 59%[activator] | 13% | -18% | nt
CCn1nc(C)c(CNC(=O)C2CCC(=O)N(CCc3ccc(OC)cc3)C2)c1C (stereo not given) | -13% | 1% | -2% | -6% | -3%[57.1 µM] | 7% | -4% | -22% | 1%
O=C1C(CCCNC(=S)NCc2ccccc2)NC(=S)N1Cc1ccccc1 (stereo not given) | 50µM* | 2% | -25% | 2% | ? | 21% | 2% | -31% | -12%
Cn1c(NC(=O)c2ccccc2C(F)(F)F)cc(=O)n(C)c1=O | -31% | -9% | -8% | 9% | -3% | 47%[activator] | 3% | -15% | -3%
C=CCNC(=S)NNc1nc2c(c(=O)[nH]1)C1(CCCCC1)Cc1ccccc1-2 | 14µM* | -16% | -11% | -19% | ? | -31% | -11% | ? | -8%
Cc1noc(C)c1C(=O)Nc1sc(C)c(-c2ccccc2)c1C#N | ? | -25% | -16% | -9% | ? | 15% | 6% | -19% | -4%
Cc1ccccc1COc1ccc(/C(O)=C2/C(=O)C(=O)N(CCCn3ccnc3)C2c2ccco2)cc1 (stereo not given) | 32µM* | -16% | -13% | -6% | -2% | 1% | -3% | ? | -9%
CCOC(=O)C(NC(=O)c1ccccc1)(OCC1(CC)COC1)C(F)(F)F (stereo not given) | 2%[59 µM] | 21% | -13% | -2% | 12% | -9% | 1% | -11% | 0%
CCOc1ccc(CCNC(=O)c2cnccn2)cc1OCC | 16% | 7% | -18% | -4% | -1% | 84%[activator] | 20% | -6% | -3%
O=C(CNc1ccc(F)cc1)N/N=C1\CCCc2ccccc21 | -18% | 7% | -17% | -15% | -18% | 12% | -2% | -27% | -12%
O=C(CN1C(=O)NC2(CCc3ccccc3C2)C1=O)Nc1ccc(F)cc1 (stereo not given) | 19%[59 µM] | 25% | -1% | -7% | 1% | 23% | 20% | -18% | 4%
O=C(c1cccc(NS(=O)(=O)c2ccccc2)c1)N1CCCCC1 | ? | nt | -10% | 2% | 0% | 43%[activator] | 33% | 3% | nt
CC1Cc2cc(S(=O)(=O)N3CCC(C(=O)N(C)Cc4ccco4)CC3)ccc2N1C(=O)C1CCC1 (stereo not given) | ? | 35%[activator] | -6% | -18% | -33% | -8% | 18% | 4% | -3%
COc1ccccc1NC(=O)Cn1nc(-c2ccc(C)cc2)c2c(c1=O)CCCC2 | -12%[59 µM] | 2% | -11% | -2% | -27% | 7% | nt | -30% | -6%
COc1ccc(-n2c(Cc3cccs3)nnc2SCC(=O)Nc2ccc3c(c2)OCCO3)cc1 | ? | 2% | 1% | -10% | -38% | 5% | -5% | -31% | -11%
CCc1nnc(NC(=O)CN2CCC(O)(c3ccccc3OC)CC2)s1 | -47% | ? | -12% | -2% | -6% | 36% | -1% | -32% | -4%
CCOC(=O)c1ccc(CNC(=O)CSc2nc(NC(=O)c3ccccc3)c3c(C)c(C)oc3n2)cc1 | -23% | -7% | -17% | 8% | -5% | -3% | 5% | -6% | -4%
CCOC(=O)N1CCC(O)(c2cc(C)c(C)cc2C)CC1 | 28%[12.7 µM] | 1% | -9% | -12% | -1% | -6% | -2% | -10% | 0%
CC(=O)Nc1nonc1-c1nnc(SCC(=O)Nc2cc(C)ccc2C)n1-c1ccccc1 | 11%[59 µM] | 6% | -12% | 6% | -37% | 10% | nt | -1% | -2%

Rewritten with two lines to a compound: part of the list above
Value order: G9a block	POLB inh	Pol eta inh	Pol kappa inh	BAZ2B inh	POLI inh	APE1 inh	JMJD2A Tudor	BLM inh
> COc1ccccc1NC(=O)Cn1nc(-c2ccc(C)cc2)c2c(c1=O)CCCC2
  -12%[59 µM]	2%	-11%	-2%	-27%	7%	nt	-30%	-6%
> CCc1nnc(NC(=O)CN2CCC(O)(c3ccccc3OC)CC2)s1
  -47%	?	-12%	-2%	-6%	36%	-1%	-32%	-4%

Only part of the results is shown; count on the stated rates, not on these rows.
